Screening data deposited in PubChem by Small Molecule Screening Facility, UW Madison.
SSB-PriA inh – K. pneumoniae PriA-SSBct interaction inhibition; AlphaScreen SSBct-PriA binding, biotinylated peptide; inhibition, % at 33 µM; 430,000 tested, 0.6% active; AID 1272365; in the data active = inhibition mostly above about 37%, no sharp cut-off; inactive = mostly below about 20%;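 note: plate controls were negative control peptide for no effect and reference peptide for full effect; strong numbers were not always called active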
An asterisk follows results filed as active; & = joins results of further samples. This is a subset; count on the stated rates, not on these rows.

SMILES	SSB-PriA inh
Cc1nnc2ccc(N3CCN(S(=O)(=O)c4cccs4)CC3)nn12	-2.0
COc1cccc(-n2nnc(C(=O)Nc3ccc(C)c(Cl)c3)c2C)c1	-4.0
O=C(Cn1cnc2c(-c3ccccc3)csc2c1=O)N1CCN(c2ccc(F)cc2)CC1	7.0
COc1ccccc1C=NNC(=O)CC(=O)Nc1ccc(Cl)c(Cl)c1	-7.5
O=C(CNC(=O)c1ccccc1)NCc1cnn2ccccc12	-6.0
Cc1ccccc1-c1cc(C(=O)NN=Cc2cccnc2)c2ccccc2n1	4.5
COc1ccc(-c2nc(NC(=O)c3cc(=O)c4ccccc4o3)sc2C)cc1	-4.0
CCC(C)(C)c1ccc(OCC(=O)Nc2ccc(C(=O)CC(=O)Nc3cccc(OC)c3)cc2)c(C(C)(C)CC)c1	-8.0&11.0
Nc1c(C(=O)Nc2cccc(F)c2)oc2ccccc12	-1.0
Cc1ccc(S(=O)(=O)N2CCN(CCNC(=O)COc3ccccc3C)CC2)cc1	-17.0
COc1ccc(-n2c(SC)nnc2-c2cccs2)cc1	8.0
Cn1nccc1C(=O)Nc1ccc(S(N)(=O)=O)cc1	1.0
CCOC(=O)c1cc([N+](=O)[O-])sc1NC(=O)c1ccc(S(=O)(=O)N2CCc3ccccc3C2)cc1	-3.0
COc1ccc(C=NNC(=O)c2ccc3ccccc3c2)cc1OS(=O)(=O)c1ccc(NC(C)=O)cc1	-1.1
Cc1ccc(Oc2cc(N3CCN(C(=O)c4c(F)cccc4F)CC3)nc(C)n2)cc1	4.0
Cc1ccc2cc(CCC#N)c(Cl)nc2c1	-13.0
COc1ccc(/C=C/C(=O)CCc2c[nH]c3ccccc23)cc1	18.0
CC1CCCCN1S(=O)(=O)c1ccc(NC(=O)c2ccccc2[N+](=O)[O-])cc1 (stereo not given)	18.0
CCCOc1ccc(S(=O)(=O)N2CCOCC2)cc1C	-18.0
O=C1NC(=Nc2ccccc2O)CS1	-11.0
Cn1cc(S(=O)(=O)N2CCCN(C(=O)Nc3ccc(C(F)(F)F)cc3)CC2)cn1	-11.0
O=S(=O)(NCC1(c2ccc(F)cc2)CC1)c1cccc2ccccc12	-20.0
COc1cc(OC)c(NC(=O)C2CCCN(c3ccc(-c4ccc(C)c(C)c4)nn3)C2)cc1Cl (stereo not given)	4.0
Cc1nc(-c2cccs2)sc1CNC(=O)c1ccc(S(=O)(=O)N2CCCC2)cc1	0.0
N#Cc1c(N=Cc2ccco2)sc2c1CCC2	-5.0
CCn1nc(C(=O)Nc2nc3cc4c(cc3s2)OCO4)cc1C	-7.0
CCOc1cc(C=NNC(=O)Nc2ccccc2)ccc1O	-1.4
COc1ccc(N2CCN(CCNC(=O)C(=O)Nc3ccc(C)c(F)c3)CC2)cc1	-5.0
CN1C(=O)c2cccc(NC(=O)c3ccc(N(C)C)cc3)c2C1=O	-5.0
O=C(c1cccs1)N1CCN(c2nc3c(Cl)cccc3s2)CC1	-6.0
CCC(=O)N1CCCc2ccc(NC(=O)NCc3cccs3)cc21	-10.0
Cc1[nH]c2ccccc2c1C=NNC(=O)c1cccc([N+](=O)[O-])c1	-3.2
O=c1/c(=C/c2cccc([N+](=O)[O-])c2)sc2nc(-c3ccncc3)nn12	-2.0
O=C(Cc1ccc(F)cc1)Nc1ccc2c(c1)N(C(=O)c1cccs1)CC2	-9.0
Cc1cc(C)cc(NC(=O)C(=O)NCCc2ccco2)c1	-2.0
N#Cc1ccc(OCC(F)(F)C(F)F)cc1C#N	3.0
Cc1c(CNC(=O)Cn2cnc3ccccc3c2=O)sc2nc(-c3ccc(F)cc3)cn12	-23.0
O=C(N[C@H]1NC2=C(CCc3ccccc32)S1)c1ccc(S(=O)(=O)N2CCc3ccccc3C2)cc1	-14.0
O=C(CCn1ccc(=O)[nH]c1=O)Nc1ccccc1-c1cn2ccsc2n1	9.0
COc1ccccc1N1CCN(CCNC(=O)C(=O)Nc2ccc(F)cc2)CC1	0.0
O=C(NN=Cc1ccc(OC(F)F)cc1)c1ccc(CSc2nc3ccccc3[nH]2)cc1	-0.1
Cc1ccc(CSc2ccc3nnc(CCNS(=O)(=O)c4ccccc4)n3n2)cc1	-28.0
O=c1cccnn1CCCNS(=O)(=O)c1ccc(OC(F)(F)F)cc1	-12.0&-10.0
O=C1C2C3C=CC(C4CC34)C2C(=O)N1N=Cc1ccc(-c2ccc(F)cc2[N+](=O)[O-])o1 (stereo not given)	-9.7
COc1ccnc2c1c(=O)[nH]c(=O)n2C	-7.0
COc1ccccc1NC(=O)NC(C)(C)CC(C)(C)C	-8.0
O=C(NN=Cc1cc(Cl)cc([N+](=O)[O-])c1O)C(O)(c1ccccc1)c1ccccc1	15.5
Cc1nc(SCC(=O)c2cc(C)n(-c3ccc(Cl)c(C(F)(F)F)c3)c2C)c2cc(-c3ccccc3)sc2n1	-14.0
Cc1cc(NC(=O)c2ccnn2C)n(-c2nc3c(F)cccc3s2)n1	-20.0&-6.0
O=C(c1ccc2c(c1)OCO2)N1CCSC(c2cc(F)ccc2F)CC1 (stereo not given)	-6.0
CCCCOc1ccc(S(=O)(=O)NCCc2cn3cccc(C)c3n2)cc1	-3.0
CN1C[C@@H](NC(=O)c2ccc(C(F)(F)F)cc2)CC1=O	-8.0
Cc1ccc([C@H](CNC(=O)NCc2ccccc2)OCCO)cc1	-14.0
Cc1ccc(NC(=O)C(=O)NCCc2ccc(Cl)cc2)cc1F	-2.0
O=C1c2ccccc2C(=O)N1CCCCN(C(=O)c1ccc([N+](=O)[O-])o1)c1ccc(Cl)cc1	40.0*
CC(CC(=O)Nc1ccc(Cl)c(C(F)(F)F)c1)=NNC(=O)c1cccc(O)c1	-7.3
CCOC(=O)c1sc(N=CNc2nc(C)c(C(=O)OCC)s2)nc1C	0.3
COC(=O)c1ccccc1C(=O)N1CCC(S(=O)(=O)c2ccc(Cl)cc2)C1 (stereo not given)	-7.0
COc1cc(C=NNC(=O)c2ccc3c(c2)OCCO3)cc(Br)c1O	2.9
Cc1cc(=O)[nH]c(NN=Cc2cn(CCC#N)nc2-c2ccccc2)n1	-22.0

Carrying on:
SMILES	SSB-PriA inh
O=C(NCCn1nc(-c2cccnc2)n(C2CC2)c1=O)c1ccc(Cl)s1	-4.0
O=C(NCC1CCN(C(=O)COc2ccccc2)CC1)C(=O)Nc1ccc(C(F)(F)F)cc1	-3.0
CCOc1ncccc1C(=O)N1CCC[C@H](Cc2nc(-c3cnccn3)no2)C1	-6.0
O=C(NC1CC(=O)N(C2CC2)C1)c1ccsc1 (stereo not given)	-1.0
COCC(=O)NCc1ccc(C(=O)c2ccsc2)s1	-4.0
COC(=O)CN[C@@H](c1ccccc1)c1cc(Br)ccc1NC(=O)c1ccc(OC)cc1	-2.0
NC(=O)CN1CCN(Cc2nc3ccccc3n2Cc2ccccc2)CC1	2.0
O=C(NCC1(c2ccsc2)CCCC1)C(=O)Nc1ccc(C(F)(F)F)cc1	-7.0
CCOc1ccc(NC(=O)Cn2ccn(S(=O)(=O)c3ccc(C)cc3)c2=O)cc1	-6.0
Cc1ccc(Nc2ccc(N3CCNCC3)nn2)cc1	-4.0
CCOC(=O)C(C)Oc1ccc2c(c1)O/C(=C\c1sccc1C)C2=O (stereo not given)	-7.0
Cc1ccc(NC(=O)Nc2cc(N3CCCC3)ncn2)cc1F	2.0
Cc1ccc(OC2CCCN(C(=O)c3c[nH]c(=O)c(Cl)c3)C2)nn1 (stereo not given)	-18.0
CCOC(=O)c1sc(=NC(=O)C2CCCCC2)n(C)c1C	-5.0
COc1cc(C=NNC(=O)c2ccccn2)ccc1OC(=O)c1ccc(Br)cc1	-10.3
O=c1[nH]c(=O)n(-c2ccccc2)c(O)c1C=CC=Nc1ccccc1	3.2
COCCCn1c(SCc2nc(-c3cccc(Br)c3)no2)nc2ccccc2c1=O	7.0
CCOc1ccccc1-c1nc(COC(=O)c2nnn(-c3ccc(C)c(F)c3)c2C)c(C)o1	-8.0
C=CS(=O)c1cccc2cccnc12 (stereo not given)	30.1
CN(C)c1ccc(CCCNC(=O)COc2ccc(Cl)cc2)cc1	38.0
Fc1ccc2nc(Cl)sc2c1	-1.0
O=C(COc1ccccc1)NCCn1ncc2c(N3CCCCCC3)ncnc21	-4.0
O=C(C[C@H]1C/C=C/C[C@H](NC(=O)OCC2c3ccccc3-c3ccccc32)C(=O)OC[C@H]2CCCN2C1=O)NCCO	14.1
O=C(CSc1nccn1Cc1ccc(F)cc1)NCCc1ccccc1	-6.0&6.0
C=CCCC(=O)NCC(OC)c1ccco1 (stereo not given)	13.0
Cc1[nH]c2ccccc2c1C=NNC(=O)Cc1cccs1	7.7
CCSc1ccccc1C(=O)Nc1nnc(-c2cccs2)o1	32.0
COc1ccc(CCNC(=O)COc2ccccc2Br)cc1OC	3.0
COc1nn(C)cc1C(=O)NCCC(O)c1ccc2c(c1)OCO2 (stereo not given)	-8.0
O=C(Cc1ccc(F)cc1)Nc1ccc2c(c1)N(C(=O)c1ccco1)CC2	-5.0
CCCOc1ccc(C=Nn2nnnc2N)cc1OC	-21.4
Cc1cccn2c(=O)c3cc(C(=O)NCC4CCCO4)n(Cc4ccccc4)c3nc12 (stereo not given)	-8.0
O=C(CSCC(=O)Nc1ccccc1)NN=Cc1c(O)ccc2ccccc12	13.5
COc1c(Br)cc(Br)cc1C=NNC(=O)c1cccnc1	3.6
CCOC(=O)c1c(N=CC2C(=O)CC(C)(C)CC2=O)sc2c1CCCC2	5.4
O=C(Cn1cccn1)NCc1cccc(Oc2ccccn2)c1	-6.0
COc1ccc(-c2nc3scc(CCNC(=O)c4ccccc4OC)n3n2)cc1OC	0.0
C=CCOc1ccc(C=NNC(=O)C(=O)Nc2ccccn2)cc1OC	-7.9
CC(C)(C)n1nc2c(c1NC(=O)Nc1ccc(Cl)cc1)CSC2	17.0
Cc1nc2sc(C)c(C)n2c(=O)c1NC(=O)C1CC1	-16.0&-8.0

Reprinted from the part before: three entries, then new ones.
SMILES	SSB-PriA inh
C=CCOc1ccc(C=NNC(=O)C(=O)Nc2ccccn2)cc1OC	-7.9
CC(C)(C)n1nc2c(c1NC(=O)Nc1ccc(Cl)cc1)CSC2	17.0
Cc1nc2sc(C)c(C)n2c(=O)c1NC(=O)C1CC1	-16.0&-8.0
CC(=NNc1nc2ccc(Cl)cc2o1)c1ccccc1	-0.3
Cc1cc(=O)[nH]c(N=NC(=NNc2ccccc2C)c2ccccc2)n1	2.0
COc1ccccc1CNC(=O)CSc1nc2c(-c3ccccc3)c[nH]c2c(=O)n1C1CC1	-8.0
Cc1cccn2c(=O)c(C=O)c(Nc3ccc([N+](=O)[O-])cc3)nc12	0.0
O=C(NCCn1ccnc1C1CC1)c1ccsc1	-4.0
COc1ccc2cc(C(=O)Nc3ccc4c(c3)N(C(=O)C3CCCC3)CC4)[nH]c2c1	12.0
COc1ccc2nc(-c3ccc(OC)c(NS(=O)(=O)c4cccs4)c3)cn2n1	-5.0&-3.0
O=C(NCCn1ccc(-c2cccs2)n1)c1ccc2c(c1)OCO2	-17.0
CC(=NNC(=O)c1cc(-c2ccc(C)s2)[nH]n1)c1ccco1	2.7
Nc1ccnc(-c2ccccn2)n1	151.0*
CCc1nc2oc3ccc(Br)cc3c(=O)c2c(=O)n1Cc1ccco1	14.0
CCC(C)n1c(O)c(C=NN2CCOCC2)c(=O)[nH]c1=S (stereo not given)	-8.9
N#Cc1c(N=Cc2c[nH]c3ccccc23)oc(-c2ccccc2)c1-c1ccccc1	17.0
Cc1ccc(S(=O)(=O)NN=Cc2ccc([N+](=O)[O-])o2)cc1	-3.0
Cc1noc(C)c1CCC(=O)Nc1cnn(C[C@H]2COc3ccccc3O2)c1	3.0
O=S(=O)(c1ccccc1)c1nc(COc2ccc(Cl)cc2Cl)oc1NCc1ccccc1	-2.0&2.0
CCCC(CCC)C(=O)NCCS(=O)(=O)N1CCc2ccccc2C1	-2.0
CSc1n[nH]c(=O)c2cc(-c3ccc(C)cc3)nn12	-3.0
CCOc1ccc(S(=O)(=O)Nc2ccc3c(c2)OCC(C)(C)C(=O)N3)cc1F	-11.0
Cc1nc(C(C)(C)C)cc(=O)n1CC(=O)Nc1ccc2c(c1)CCC2	-7.0
O=C(Cc1ccc(F)cc1)NCCn1ncc2c(=O)n(Cc3ccc(Br)cc3)cnc21	-16.0&-9.0
C(=NNc1ccccc1)c1ccc(N2CCOCC2)cc1	-8.5
CCc1ccc(S(=O)(=O)NCC#CCOc2ccc3c(c2)OCO3)s1	-6.0
CCOc1cn(C)c(C(=O)Nc2ccccc2)cc1=O	9.0
COc1ccc(-c2nnc(CC(=O)NCc3ccc(F)cc3)o2)cc1	-17.0
COC(=O)CC1C(=O)N(c2ccccc2)C(=S)N1CCCN1CCOCC1 (stereo not given)	5.0
COc1ccccc1NS(=O)(=O)c1cccc(C(=O)NN=Cc2c(C)nn(-c3ccccc3)c2N2CCCC2)c1	-5.0
O=C(N=c1scc(-c2ccccc2)n1-c1ccccc1)c1ccco1	-14.0
O=S(=O)(NCCn1nc(-c2ccccn2)cc1C1CC1)c1ccc(C(F)(F)F)cc1	-9.0
CCOc1ccccc1NC(=O)NCc1nccc(N2CCCC2)n1	-11.0
CCOc1ccc(-c2noc(C3CCCN(S(=O)(=O)c4cccs4)C3)n2)cc1 (stereo not given)	2.0
